High-throughput results deposited in PubChem BioAssay by several laboratories.
PLCb3 inh: PLC-beta3 (human) inhibition, primary screen; Q01970; Purified PLC-beta3, fluorogenic substrate, fluorescence; inhibition, % at 12.2 µM; 370,000 tested, 0.18% active; AID 720704; in the data active = inhibition above about 11%;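 also: 0% = median of compound wells on plate and 100% = full blocker control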
hgDAF12 agonist: activates the H. glycines DAF-12 receptor ligand-binding domain; HEK293 GAL4-hgDAF12 UAS-luciferase reporter, agonist luminescence; normalized to butyrate control; activation, % at 6.8 µM; AID 687014; 370,000 tested, 1.8% active;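 active = activation above a cutoff set at the mean of all screened compounds plus 3 SD, cut at about 10% in these data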;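 also: 0% = DMSO wells and 100% = sodium butyrate wells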
SMARCA2 activ: activators of SMARCA2 function; MG213 cells, MMTV-luciferase reporter, dexamethasone, overnight; activation, % at 9.1 µM; 370,000 tested, 1% active; in the data active = activation above about 7.8%;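 also: 0% = vehicle wells and 100% = reference activator wells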
FXN GAA850 act: frataxin GAA850 promoter activation. HEK293 lucGAA850 FXN promoter luciferase reporter, 24 h; percent of 10 µM SAHA response. activation, % at 6 µM. 360,000 tested, 0.56% active;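 active = activation above the average of all compounds screened plus 3 SD, cutoff fixed separately per campaign, cut at about 7.5% in these data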;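 also: 0% = DMSO wells and 100% = 10 µM SAHA wells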
ssDAF12 agonist: S. stercoralis DAF-12 activation, primary screen; 370,000 tested, 1% active; activation, % at 6.8 µM; HEK293 ssDAF-12/GRIP1 lit1-tk-luc reporter, luminescence; % of 3 µM dafachronic acid response; AID 652126;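 active = activation above the mean over all tested compounds plus 3 SD, cut at about 0.9% in these data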;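 also: 0% = DMSO-only wells and 100% = 3 µM delta7-dafachronic acid wells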
DAX1 inh-1: inhibitors of human orphan nuclear receptor DAX1 (NR0B1). inhibition, % at 6.75 µM. 340,000 tested, 0.99% active. HEK293 Gal4-DAX1 luciferase reporter, luminescence. AID 504766;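 active = inhibition above the mean over all tested compounds plus 3 SD, cut at about 4.2% in these data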;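 also: 0% = DAX1-transfected cells with DMSO and 100% = empty-vector control cells with DMSO; inhibition shows as a rise in luminescence from relieved DAX1 repression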
Target sequence (P51843 207-470 limits assumed): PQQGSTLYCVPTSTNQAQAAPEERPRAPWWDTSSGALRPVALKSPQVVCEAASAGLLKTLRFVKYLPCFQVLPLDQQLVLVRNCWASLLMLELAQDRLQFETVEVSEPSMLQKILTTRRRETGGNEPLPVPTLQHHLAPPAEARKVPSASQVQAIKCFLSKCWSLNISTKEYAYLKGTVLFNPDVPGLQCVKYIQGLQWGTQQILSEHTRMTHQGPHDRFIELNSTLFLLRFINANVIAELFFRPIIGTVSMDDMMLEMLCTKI
Rev-erbA mod: modulates human Rev-erb alpha binding to DNA; P20393; Rev-erbα–FITC-DNA binding, fluorescence polarization, 90 min; activity, % at 10 µM; 370,000 tested, 0.79% active; AID 1259318;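 active = activity above about 14%, limit read from the data; passing the limit was not always enough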;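 also: 0% = DMSO wells with 35 nM protein and 100% = DMSO wells with 750 nM protein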
Target sequence (P20393 whole entry, looked up): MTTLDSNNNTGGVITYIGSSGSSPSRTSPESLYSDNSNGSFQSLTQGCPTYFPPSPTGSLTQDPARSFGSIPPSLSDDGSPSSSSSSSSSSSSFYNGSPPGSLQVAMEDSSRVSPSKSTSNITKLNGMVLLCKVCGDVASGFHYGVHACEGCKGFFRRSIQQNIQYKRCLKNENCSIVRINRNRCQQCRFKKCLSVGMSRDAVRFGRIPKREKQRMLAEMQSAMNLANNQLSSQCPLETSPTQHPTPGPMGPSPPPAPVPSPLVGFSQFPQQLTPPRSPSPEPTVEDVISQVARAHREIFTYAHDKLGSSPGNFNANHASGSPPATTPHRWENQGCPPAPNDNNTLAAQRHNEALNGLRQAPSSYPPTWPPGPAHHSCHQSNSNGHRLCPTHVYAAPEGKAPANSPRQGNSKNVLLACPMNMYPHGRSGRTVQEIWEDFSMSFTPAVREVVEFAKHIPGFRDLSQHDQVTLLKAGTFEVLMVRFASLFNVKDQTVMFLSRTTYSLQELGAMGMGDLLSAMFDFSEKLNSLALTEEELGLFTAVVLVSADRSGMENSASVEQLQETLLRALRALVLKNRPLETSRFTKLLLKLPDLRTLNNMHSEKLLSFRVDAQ
HGIII-sPLA2 inh: Inhibits HGIII-sPLA2 liposome hydrolysis, primary screen | inhibition, % at 12.2 µM | Q9NZ20 | 370,000 tested, 0.56% active | QFRET BODIPY PC-A2 liposome hydrolysis, fluorescence;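 active = inhibition above mean plus 3 SD of compounds lying within the high and low control bounds, cut at about 19% in these data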;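 also: 0% = median of test compound wells and 100% = no enzyme DMSO wells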
DAX1 inh-2: inhibitors of DAX1 repression of SF-1 activated StAR promoter; AID 652010; HEK293T StAR-luciferase reporter, SF-1/DAX-1 repression relief; 370,000 tested, 1.1% active; inhibition, % at 6.8 µM;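 active = inhibition above the mean over all tested compounds plus 3 SD, cut at about 3.6% in these data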;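 also: 0% = DAX-1 cells with DMSO and 100% = cells lacking DAX-1 with DMSO; higher inhibition means more luminescence from relief of DAX-1 repression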
hcDAF12 agonist: activators of H. contortus DAF-12 nuclear receptor; HEK293 hcDAF-12 lit1-tk-luc reporter, luminescence; 0% DMSO, 100% Δ7-dafachronic acid; activation, % at 6.8 µM; 370,000 tested, 1.4% active;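 active = activation above the mean of all tested compounds plus 3 SD, cut at about 5.5% in these data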;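 also: 100% = response to 3 µM Δ7-dafachronic acid high control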
PG9 binder: binds the HIV-1 gp120 antibody PG9; 360,000 tested, 0.43% active; inhibition, % at 6.7 µM; TR-FRET gp120-PG9 antibody binding; in the data active = inhibition above about 8.5%
* marks the source's active call; other numbers are inactive results; / = not tested or not shown. Rows were taken by chance; overall some 7% were active at least once.

SMILES	PLCb3 inh	hgDAF12 agonist	SMARCA2 activ	FXN GAA850 act	ssDAF12 agonist	DAX1 inh-1	Rev-erbA mod	HGIII-sPLA2 inh	DAX1 inh-2	hcDAF12 agonist	PG9 binder
Cc1nc(N2CCC(C)CC2)c(C#N)c(C)c1[N+](=O)[O-]	1	1.7	-2	-1.9	-1.7	-0.2	3	-1	-0.4	-0.9	-1.9
COc1ccccc1-c1cc(C(=O)N/N=C\c2cnn(C)c2C)c2ccccc2n1	-22	1.2	-2	-0.8	-0.9	0.1	0	5	-0.3	-0.2	-0.8
O=C(O)c1cc(N/N=C/c2cccc3ccccc23)ccc1Cl	-13	1.3	4	1.7	-0.5	2.1	3	-3	0.5	8.4*	-0.6
CN(C)CCCNS(=O)(=O)c1ccc(-n2nnc3ccccc32)c([N+](=O)[O-])c1	-2	-3.1	1	0.2	-0.3	-0.4	1	0	-0.6	-0.7	-0.6
O=Cc1c(Cl)nc2ccccn12	1	2.2	-3	-0.8	-0.7	-0.8	6	8	0.2	-1.4	-2.2
O=C(CN1CCOCC1)NN=Cc1ccc([N+](=O)[O-])o1	-9	-5.4	-4	-0.7	-0.5	/	-2	7	-1.4	-1.1	-1.4
CCCN1CCN(CCCNC(=S)Nc2ccc(OC)cc2)CC1	7	1.1	4	1.1	-0.4	0.2	-4	2	0.4	1.9	-4.4
CC(C)Oc1ccc(C(=O)Nc2c3c(nn2-c2ccccc2)CS(=O)(=O)C3)cc1	-7	-1.1	1	0.8	-1.2	0.9	-5	-9	0.2	-0.7	-1.1
CCCc1cc(=O)[nH]c(SCC(=O)N2CCN(S(=O)(=O)c3ccccc3)CC2)n1	1	-0.6	0	1.0	-2.0	2.0	1	-1	0.6	2.8	-2.6
CC(=O)Nc1c(O)c2cccc3c2n(c1=O)CCC3	-20	-0.8	-6	1.9	-1.2	0.3	6	8	0.3	1.1	-1.1
CCCCOC(C)n1cc(F)c(=O)[nH]c1=O (centres undefined)	1	3.9	2	1.6	-1.3	2.7	0	-6	-0.5	-2.3	-1.1
Cn1nc(C(F)(F)F)c(CNC(=O)C(C)(C)CCl)c1N1CCOCC1	-3	5.0	-2	0.2	0.0	-0.2	3	0	-0.2	-0.1	0.5
CCCCCCN=C1CC(C)(C)CC(=O)/C1=C(/O)CCC	0	-2.3	-5	2.3	-1.3	3.1	6	7	-0.5	-1.9	-3.8
COc1ccc(C(=O)NCC(=O)N/N=C/c2cccnc2)cc1OC	-7	0.5	-3	1.2	-1.2	1.0	-3	7	-0.5	1.1	0.8
COc1ccc(N2CCN(C(CNC(=O)C(=O)NCC(OC)OC)c3ccco3)CC2)cc1 (centres undefined)	-7	1.5	0	-0.3	-1.4	0.5	-11	6	-0.6	1.5	0.2
Cc1cccc(N2CC(c3nc4ccccc4n3C)CC2=O)c1C (centres undefined)	2	0.2	1	-4.0	0.6	0.3	-5	5	-0.8	-0.3	1.0
Cc1cccc(C)c1NC(=O)CSc1nnc(-c2cnccn2)n1C	-1	0.8	2	0.5	-0.8	-0.2	-3	4	-2.5	0.3	0.6
COC(=O)c1ccc(C)c(NC(=O)CN2C(=O)c3ccccc3S2(=O)=O)c1	1	-0.6	-1	0.0	-1.4	-0.1	-6	6	0.0	-1.0	2.1
O=C(Nc1cccc(Cl)c1)OCCOCCOC(=O)Nc1cccc(Cl)c1	0	-2.3	-3	-1.4	-1.3	-0.5	0	-19	-1.2	-1.5	-0.6
CN(C)C(=O)CCSc1nnc(-c2ccco2)o1	2	3.8	0	3.1	-0.6	-0.2	3	-2	0.2	1.0	-0.5
CC(=O)Nc1ccc(S(=O)(=O)n2cnc(C)c2)cc1	0	0.6	0	0.5	-0.8	0.2	-2	2	-0.5	-0.5	-0.5
O=C(Nc1cccc(Cl)c1)c1nc[nH]c1C(=O)N1CCc2ccccc2C1	1	6.4	1	-0.5	-0.7	0.3	-1	0	-0.4	0.0	0.1
CC(C)(C)Nc1nc(Cl)nc(N(C#N)CN2C(=O)c3ccccc3S2(=O)=O)n1	-4	0.6	5	-1.2	-0.3	0.1	1	-14	0.2	-0.1	-1.8
CCOC(=O)c1c(NC(=S)Nc2ccc(OC)cc2)sc2c1CCC2	4	1.2	3	3.0	-0.8	-0.3	47*	2	-0.2	0.9	-1.5
O=C(Nc1ccc2c(c1)OCO2)C(c1ccccc1)N1CCC2(CC1)OCCO2 (centres undefined)	2	-0.7	-1	0.5	-1.1	-0.8	2	-1	-0.1	-1.3	-0.2
Cc1ccc(S(=O)(=O)N2CCOCC2)cc1C(=O)OCC(=O)NC1CCCC1	-7	0.3	-2	-0.4	-1.1	-0.1	-2	0	-0.2	-0.1	0.4
O=C(Nc1ccccc1)Nc1cccc2nsnc12	-175	8.8	5	3.5	2.3*	2.5	1	-13	3.0	8.9*	-2.0
Cc1ccc(NC(=O)Nc2nnc([C@@H]3C[C@H](O)[C@@H](CO)O3)s2)cc1	7	0.9	4	-1.4	-0.7	/	-9	2	0.7	-1.1	1.2
Cc1cc(C)cc(N(CC(=O)O)S(=O)(=O)c2c(C)noc2C)c1	2	-1.9	1	4.8	-0.8	0.6	/	-3	0.1	0.0	-0.8
CCOC(=O)C1C(c2ccc(O)c(OC)c2)NC(=O)NC1(O)C(F)(F)F (centres undefined)	-8	0.7	1	1.4	-1.9	1.3	6	-2	-0.1	2.5	-0.7
Cc1ccc2nc(N3CCN(C(=O)c4ccccc4F)CC3)c(C#N)cc2c1	-19	1.7	-2	1.6	0.2	-0.6	2	-3	-0.3	3.9	-0.4
Cc1ccc(CN2C3=NC(=O)CN3c3ccccc32)cc1	1	-1.1	-2	2.3	-1.0	-0.8	0	-3	-0.3	-1.6	-1.9
C=CCn1c(SCCOc2ccc(OC)cc2)nnc1C(C)NC(=O)Cc1ccc(OC)cc1 (centres undefined)	-1	-1.0	-5	-0.2	-1.8	-0.8	7	-11	-0.6	-0.7	-0.3
Cc1cc(C)nc(SCc2nnc(SCC(N)=O)o2)n1	-4	3.0	0	-0.3	-1.1	1.8	4	-4	-0.6	0.2	-0.3
Cc1cccc(C(=O)OCC(=O)Nc2ccc3c(c2)OCCO3)c1O	-17	-0.2	3	2.5	-0.8	1.5	2	-4	1.4	-1.5	-2.2
O=C(NCc1nc2ccccc2[nH]1)c1cc2ccccc2oc1=O	-5	-1.6	1	-0.3	-1.0	-0.7	2	-3	0.5	-2.0	-1.5
O=C1C(=O)N(Cc2cccs2)c2ccccc21	-3	2.2	-2	-0.4	-0.8	-0.6	4	1	0.0	-0.1	-4.2
Nn1c(Cc2ccccc2)nc2sc3c(c2c1=O)CCC3	-9	-2.1	-3	-0.4	-1.6	-0.9	2	-4	0.0	-3.0	-0.6
CCO[C@H]1OC(C(=O)N2CCN(Cc3ccccc3)CC2)=C[C@@H](c2ccc(C(F)(F)F)cc2)[C@@H]1CCCO	1	0.8	-1	-0.1	-1.3	-0.9	-1	-15	-0.3	1.2	1.7
Cc1c(SCCO)c(=O)[nH]c2cc3c(cc12)OCO3	-33	2.2	0	2.5	-0.6	0.1	-6	2	-0.6	-0.2	3.1

Entries listed so far containing a COOH group:
SMILES	PLCb3 inh	hgDAF12 agonist	SMARCA2 activ	FXN GAA850 act	ssDAF12 agonist	DAX1 inh-1	Rev-erbA mod	HGIII-sPLA2 inh	DAX1 inh-2	hcDAF12 agonist	PG9 binder
O=C(O)c1cc(N/N=C/c2cccc3ccccc23)ccc1Cl	-13	1.3	4	1.7	-0.5	2.1	3	-3	0.5	8.4*	-0.6
Cc1cc(C)cc(N(CC(=O)O)S(=O)(=O)c2c(C)noc2C)c1	2	-1.9	1	4.8	-0.8	0.6	/	-3	0.1	0.0	-0.8

Further structures:
SMILES	PLCb3 inh	hgDAF12 agonist	SMARCA2 activ	FXN GAA850 act	ssDAF12 agonist	DAX1 inh-1	Rev-erbA mod	HGIII-sPLA2 inh	DAX1 inh-2	hcDAF12 agonist	PG9 binder
Cn1cc(C(=O)C(F)(F)F)c2ccccc21	1	0.6	0	-1.7	0.4	1.3	1	3	-0.3	3.7	1.6
CC(C)(C)Cc1c(-c2ccc(F)cc2)nc2ccc(Cl)cn12	0	1.9	-4	-0.3	0.0	1.1	-1	4	-1.0	-0.3	-2.9
CC(C)OC(=O)Nc1ccc2c(c1)N(C(=O)N1CCN(C)CC1)c1ccccc1CC2	0	3.8	-2	3.8	-0.5	2.2	-1	-2	0.8	2.3	-2.5
COc1ccc(NC(=O)Cn2c(=O)n(CC3CCCO3)c(=O)c3cc(OC)c(OC)cc32)cc1OC (centres undefined)	0	1.5	-1	-0.7	-0.9	1.3	-3	9	-0.1	-0.5	0.1
COC(=O)c1c(C(C)=O)c(C)n(C)c1C	-5	1.0	-3	-0.7	-1.1	0.8	2	9	-0.2	-1.2	1.7
Cc1ccc2nc(C3CCN(C(=O)NCc4ccccc4)CC3)[nH]c2c1	3	1.5	1	-0.6	-0.8	-1.2	-3	7	0.9	-1.8	-1.0
CCN(Cc1nc2cc(Cl)ccc2c(=O)[nH]1)C(=O)CN1C(=O)NC2(CCCCC2C)C1=O (centres undefined)	-11	-0.6	0	-0.2	-0.8	1.3	0	-5	0.1	-1.3	-0.6
Nc1cc(OCC(F)(F)F)cc([N+](=O)[O-])c1	1	0.7	-2	1.2	-1.6	-0.3	-1	12	-0.5	-1.3	2.3
COCC(=O)n1nc(-c2ccccc2)nc1NCc1ccc(F)cc1	-3	-1.2	3	4.2	-1.1	-0.5	-1	-7	0.3	1.8	0.9
CCC/C(=N/NC(=O)c1nnn(-c2nonc2N)c1CN1CCCCC1)c1ccccc1	1	-4.2	-2	-1.4	-1.6	0.7	-2	-10	-0.9	-0.9	-0.4
O=C(O)CSc1nnc(-c2ccc(Cl)cc2)n1-c1ccccc1	-12	0.7	2	-2.0	-1.3	0.3	-7	-4	0.3	-1.4	-0.3
Cn1cccc1C1Nc2ccccc2NC2=C1C(=O)CC(C)(C)C2 (centres undefined)	-251	0.8	6	-0.9	-0.9	-0.7	0	-2	-0.7	1.8	-1.8
O=C(N/N=C/c1c[nH]c2ccc(Br)cc12)c1ccc2c(c1)OCO2	-24	6.1	-1	1.0	-1.8	0.5	5	-5	-0.2	-1.7	-0.2
CCN1CCCC1CNC(=O)c1ccc2c(c1)NC(=O)/C(=C\c1ccc(C)cc1)S2 (centres undefined)	-59	2.0	1	-0.7	-1.1	-0.3	-10	-5	0.6	-0.7	0.2
CCOC(=O)CSc1nc2c(c(=O)n(Cc3ccccc3Cl)c(=O)n2C)n1C	-2	-2.0	-5	2.8	-0.7	1.1	4	7	0.8	0.8	-0.3
O=C(NCCc1nc(-c2ccccc2)no1)c1ccco1	4	1.1	0	1.1	-1.3	0.3	-4	7	-0.1	0.5	-0.1
Cc1cccc(N(C(=O)c2ccc(CN3CCOCC3)o2)C(C(=O)NC(C)(C)C)c2ccc(F)cc2)c1 (centres undefined)	0	-1.6	0	-3.3	-0.7	-0.7	0	6	0.2	-1.1	1.3
Cc1cccc(C)c1N1C(=O)c2ccccc2NC(=O)C1C(=O)NCCc1ccccc1 (centres undefined)	3	0.3	-1	/	-0.2	/	1	5	-0.6	0.1	2.8
